Bioassay records (PubChem BioAssay)
APE1 inh: qHTS Assay for Inhibitors of the Human Apurinic/apyrimidinic Endonuclease 1 (APE1); DNA repair nuclease/redox regulator APEX1 (Homo sapiens), P27695; recombinant APE1, TAMRA/BHQ-2 abasic DNA cleavage fluorescence; Potency, µM (top dose mostly 65.8 µM), without a hit: top-dose activity change, negative = inhibition, most hits filed as inhibitors; hit rate 0.35% among 350,000; AID 2517, 2012;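 further: plate controls were vehicle for no effect and reference inhibitor for full effect; nearly all actives have a fitted effect of over 55% in size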
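APE1 at 0.75 nM final was preincubated with compound 15 min at room temperature, then 50 nM double-stranded THF abasic-site substrate (5'-TAMRA/3'-BHQ-2) was added. Fluorescence (ex 525/em 598 nm) was read kinetically; third-minus-first read gave activity.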
JMJD2A Tudor: qHTS Assay for Inhibitors of JMJD2A-Tudor Domain; Potency, µM (top dose mostly 114 µM), inactives show top-dose activity change, negative = inhibition, actives largely listed as inhibitors; hit rate 4.4% among 390,000; Lysine-specific demethylase 4A (Homo sapiens), O75164; AlphaScreen JMJD2A-Tudor / H3K4me3 peptide binding; further: on the % scale 0 is the no-effect control and ±100 the full control effect; nearly all actives have a fitted effect of over 50% in size
POLK inh: qHTS for Inhibitors of Polymerase Kappa | purified Pol kappa, fluorescent DNA synthesis assay, 10 min | Potency, µM (doses to about 107 µM), for inactives: top-dose activity, negative = inhibition, hits mostly inhibitors | hit rate 0.53% among 400,000 | AID 588579, 2011; further: on the % scale 0 is the no-effect control and ±100 the full control effect
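Kinetic fluorescence readout at 0 and 10 min followed reaction start with substrate at 50 nM final. Beforehand, enzyme (10 nM Pol kappa) stood 15 min with compound at room temperature; buffer-only wells were negative controls.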
BLM inh: qHTS Assay for Inhibitors of Bloom's syndrome helicase (BLM); RecQ-like DNA helicase BLM (Homo sapiens), P54132; Potency, µM (doses to about 56.1 µM), for the others: top-dose activity change, negative = inhibition, usual class: inhibitors; hit rate 0.2% among 350,000; recombinant BLM DNA unwinding, fluorescence dequenching;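 further: plate controls were vehicle for no effect and no enzyme for full effect; nearly all actives have a fitted effect of over 35% in size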
G9a block: qHTS Assay for Inhibitors of Histone Lysine Methyltransferase G9a | Potency, µM (series often up to 102 µM), for the others: at the top dose activity, negative = inhibition, actives largely listed as inhibitors | G9a H3K9 monomethylation, AlphaScreen, 2 h | Histone-lysine N-methyltransferase EHMT2 (Homo sapiens), Q96KQ7 | hit rate 8.8% among 350,000; further: on the % scale 0 is the no-effect control and ±100 the full control effect; nearly all actives have a fitted effect of over 75% in size
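Readings reflect AlphaScreen signal from monomethyl-H3K9 antibody detection. HMT at 20 nM; substrate b-H3K9 500 nM; cofactor SAM 20 uM; 2 h RT reaction; compounds tested as titrations in qHTS with 15 min preincubation.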
BAZ2B block: qHTS Assay for Inhibitors of BAZ2B. Bromodomain adjacent to zinc finger domain protein 2B (Homo sapiens), Q9UIF8. AlphaScreen BAZ2B-H3K14Ac peptide displacement. Potency, µM (series often up to 114 µM), for inactives: at the highest dose activity change, negative = inhibition, actives largely listed as inhibitors. hit rate 4.4% among 360,000. AID 504333, 2011; further: on the % scale 0 is the no-effect control and ±100 the full control effect; nearly all actives have a fitted effect of over 60% in size
Target sequence (Q9UIF8 whole entry, looked up, the tested form may be a part): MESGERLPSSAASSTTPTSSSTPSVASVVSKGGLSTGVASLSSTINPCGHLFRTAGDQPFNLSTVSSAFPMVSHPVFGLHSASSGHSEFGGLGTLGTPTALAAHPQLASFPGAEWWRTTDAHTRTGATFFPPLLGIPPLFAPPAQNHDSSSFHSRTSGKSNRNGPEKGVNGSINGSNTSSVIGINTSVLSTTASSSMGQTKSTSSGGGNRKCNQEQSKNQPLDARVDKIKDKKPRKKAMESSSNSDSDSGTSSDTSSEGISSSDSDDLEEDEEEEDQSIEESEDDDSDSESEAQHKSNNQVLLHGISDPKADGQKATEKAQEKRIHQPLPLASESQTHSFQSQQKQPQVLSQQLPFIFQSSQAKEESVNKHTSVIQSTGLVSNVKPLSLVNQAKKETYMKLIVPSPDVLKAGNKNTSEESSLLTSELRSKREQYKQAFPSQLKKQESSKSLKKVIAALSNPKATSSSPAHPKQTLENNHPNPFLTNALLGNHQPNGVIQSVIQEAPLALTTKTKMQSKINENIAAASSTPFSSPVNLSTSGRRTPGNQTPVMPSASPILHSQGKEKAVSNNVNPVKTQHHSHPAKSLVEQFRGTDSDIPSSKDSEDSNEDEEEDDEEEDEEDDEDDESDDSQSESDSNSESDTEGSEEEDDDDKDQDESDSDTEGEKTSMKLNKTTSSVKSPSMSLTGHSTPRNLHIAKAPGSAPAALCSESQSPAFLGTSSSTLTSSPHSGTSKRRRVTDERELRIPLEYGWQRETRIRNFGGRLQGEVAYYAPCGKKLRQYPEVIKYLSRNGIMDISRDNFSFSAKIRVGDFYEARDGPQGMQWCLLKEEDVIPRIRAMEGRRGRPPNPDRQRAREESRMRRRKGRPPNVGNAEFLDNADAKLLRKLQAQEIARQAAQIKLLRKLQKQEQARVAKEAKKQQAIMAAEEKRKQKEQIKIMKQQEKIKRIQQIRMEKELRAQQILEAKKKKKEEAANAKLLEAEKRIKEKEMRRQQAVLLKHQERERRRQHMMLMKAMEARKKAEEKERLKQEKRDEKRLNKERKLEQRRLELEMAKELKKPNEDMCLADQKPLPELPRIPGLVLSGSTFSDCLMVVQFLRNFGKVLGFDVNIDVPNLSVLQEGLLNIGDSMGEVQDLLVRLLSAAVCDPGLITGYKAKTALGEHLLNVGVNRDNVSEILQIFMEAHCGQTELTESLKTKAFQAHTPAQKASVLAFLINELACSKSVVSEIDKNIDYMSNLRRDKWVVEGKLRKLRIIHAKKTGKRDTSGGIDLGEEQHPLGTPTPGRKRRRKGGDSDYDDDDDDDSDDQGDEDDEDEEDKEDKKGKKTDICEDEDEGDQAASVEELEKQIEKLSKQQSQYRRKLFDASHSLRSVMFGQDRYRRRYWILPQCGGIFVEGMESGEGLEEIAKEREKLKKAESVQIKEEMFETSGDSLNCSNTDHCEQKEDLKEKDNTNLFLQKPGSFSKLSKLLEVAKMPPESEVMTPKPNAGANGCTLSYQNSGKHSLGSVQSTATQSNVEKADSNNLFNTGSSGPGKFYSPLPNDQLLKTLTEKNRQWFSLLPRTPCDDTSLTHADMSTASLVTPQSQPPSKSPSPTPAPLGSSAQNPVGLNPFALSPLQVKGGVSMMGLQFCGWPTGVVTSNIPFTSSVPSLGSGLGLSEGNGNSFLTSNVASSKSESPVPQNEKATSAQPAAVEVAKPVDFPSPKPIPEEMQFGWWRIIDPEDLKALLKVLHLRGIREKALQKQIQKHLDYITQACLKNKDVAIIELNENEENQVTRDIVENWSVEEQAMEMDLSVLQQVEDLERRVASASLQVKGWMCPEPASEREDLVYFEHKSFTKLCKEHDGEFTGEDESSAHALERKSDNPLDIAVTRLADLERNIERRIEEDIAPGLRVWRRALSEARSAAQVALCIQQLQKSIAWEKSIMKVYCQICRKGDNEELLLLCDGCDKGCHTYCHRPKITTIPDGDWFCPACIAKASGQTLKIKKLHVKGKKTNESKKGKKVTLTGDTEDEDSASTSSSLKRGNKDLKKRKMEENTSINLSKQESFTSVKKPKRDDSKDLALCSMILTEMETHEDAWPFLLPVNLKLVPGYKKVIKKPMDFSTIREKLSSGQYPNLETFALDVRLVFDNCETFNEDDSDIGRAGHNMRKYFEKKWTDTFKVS
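BAZ2B (50 nM) with biotin-H3(5-23)K14Ac peptide (50 nM) in PBS pH 7.4, 0.01% Tween-20, preformed 30 min, then compound 30 min at room temperature; top concentration 110uM. AlphaScreen streptavidin donor/nickel chelate acceptor beads (10 ug/mL final), 20 min dark, signal read.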
Pol iota inh: qHTS for Inhibitors of Polymerase Iota; Pol iota fluorescent replication assay, 10 min; hit rate 1% among 390,000; DNA polymerase iota (Homo sapiens), Q9UNA4; Potency, µM (titrated, usually from 115 µM), without a hit: at the top dose activity, negative = inhibition, usual class: inhibitors
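Pol iota at 10 nM preincubated 15 min with compounds at room temperature; reaction started with fluorescent substrate, 50 nM final. Fluorescence read kinetically at 0 and 10 min; buffer-only wells as negative control.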
POLH inh: qHTS for Inhibitors of Polymerase Eta; DNA polymerase eta (Homo sapiens), Q9Y253; hit rate 1.2% among 390,000; Potency, µM (series often up to 114 µM), for the others: top-dose activity change, negative = inhibition, usual class: inhibitors; recombinant Pol eta, fluorescent DNA replication assay; further: on the % scale 0 is the no-effect control and ±100 the full control effect
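Fluorescent replication assay: 50 nM final substrate added after a 15 min room-temperature compound preincubation with 10 nM enzyme. Signal taken at 0 min and again at 10 min.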
POLB inh: qHTS Assay for Inhibitors of DNA Polymerase Beta. P06746. Pol beta primer extension/strand displacement, fluorescence kinetic. Potency, µM (doses to about 114 µM), inactives show top-dose activity change, negative = inhibition, hits mostly inhibitors. hit rate 1.3% among 340,000. AID 485314, 2010; further: on the % scale 0 is the no-effect control and ±100 the full control effect
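Values derive from four-parameter Hill fits of normalized kinetic data: reads at 0 and 10 min following addition of 50 nM substrate to 10 nM Pol beta preincubated 15 min with compound.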
* hit, by the source's call; ? = inconclusive; . = not tested or not shown; & = joins results of further samples; [ ] = another dose, or the depositor's remark. The call rests on the fitted dose curve; in most records, active means well fitted curve in the direction sought with a large enough effect; inconclusive means small, poorly fitted or top-dose-only effect, or another doubt; inactive means no such curve, though single readings can be large; an effect the other way counts as inactive or inconclusive. Potency means the concentration at half of the fitted maximal effect.

Start of the listing, in advance (5 entries):
SMILES | APE1 inh | JMJD2A Tudor | POLK inh | BLM inh | G9a block | BAZ2B block | Pol iota inh | POLH inh | POLB inh
COc1ccc(NS(=O)(=O)c2cccc(C(=O)N/N=C/c3ccc4c(c3)OCCO4)c2)cc1 | 0% | -19% | -11% | -11% | 4%[59 µM] | -28% | 0% | -4% | -30%
CC(/C=N/NC(=O)c1n[nH]c2c1CCC2)=C\c1ccccc1 | -3% | -15%[57.1 µM] | -11% | -2% | 4% | -9% | 16% | 7% | 5%
Cc1ccc2nc(SCC(=O)Nc3nonc3C)[nH]c2c1 | 29% | -8% | 14% | -3% | 18% | 3% | -7% | -4% | 6%
COc1ccc(CNC(=O)CCCn2c(=O)c3cccn3c3cccnc32)cc1 | . | 0% | 8% | 1% | 4%[59 µM] | -15% | 22% | -9%&-16% | 7%
O=C(Nc1nnc(S(=O)(=O)N2CCCCC2)s1)c1ccccc1Br | 28% | -13%&-26% | -6%&-8% | -2%&-1% | -8% | -7%&-13% | -5%&6% | 3%&-4% | -1%&-22%

The listing, from the first entry:
SMILES | APE1 inh | JMJD2A Tudor | POLK inh | BLM inh | G9a block | BAZ2B block | Pol iota inh | POLH inh | POLB inh
COc1ccc(NS(=O)(=O)c2cccc(C(=O)N/N=C/c3ccc4c(c3)OCCO4)c2)cc1 | 0% | -19% | -11% | -11% | 4%[59 µM] | -28% | 0% | -4% | -30%
CC(/C=N/NC(=O)c1n[nH]c2c1CCC2)=C\c1ccccc1 | -3% | -15%[57.1 µM] | -11% | -2% | 4% | -9% | 16% | 7% | 5%
Cc1ccc2nc(SCC(=O)Nc3nonc3C)[nH]c2c1 | 29% | -8% | 14% | -3% | 18% | 3% | -7% | -4% | 6%
COc1ccc(CNC(=O)CCCn2c(=O)c3cccn3c3cccnc32)cc1 | . | 0% | 8% | 1% | 4%[59 µM] | -15% | 22% | -9%&-16% | 7%
O=C(Nc1nnc(S(=O)(=O)N2CCCCC2)s1)c1ccccc1Br | 28% | -13%&-26% | -6%&-8% | -2%&-1% | -8% | -7%&-13% | -5%&6% | 3%&-4% | -1%&-22%
COc1ccc(/C=C2\CCCC(C(=O)C(F)(F)F)=C2O)cc1OC | 3% | . | . | 1% | 8.9µM* | ? | . | . | -24%
COc1cccc(OCC(O)CNC2CCCC2)c1 (configuration not stated) | 30% | -4% | -8% | -2% | 39%[59 µM] | 0% | -21% | -5% | -22%
CNc1nc(C)c(C(C)(C)C)s1 | -2% | -24% | 0% | 1% | ? | -27% | 45% | -19% | -3%
CCCCn1nnnc1SCC(=O)N1CCOCC1 | 10% | 4% | -3% | 0% | 19%[59 µM] | -3% | 5% | -5% | 13%
CCCc1cc(=O)[nH]c(Nc2ccc(N3CCCCC3)cc2)n1 | -1% | 50µM* | -7% | -2% | 8.9µM* | 50µM* | 1% | -16% | 12%
COC(=O)C1=C(C)N(CCCC(=O)O)C(=O)NC1c1cccc(Cl)c1Cl (configuration not stated) | . | -17% | 12% | . | . | . | -8% | -9% | .
COCCCNc1nc2nonc2nc1N(C)CC1CCCN1C (configuration not stated) | -3% | -15% | 2% | 2% | -1% | 2% | -12% | -4% | 0%
COc1ccc(CCNC(=O)c2cc(-c3ccccc3)on2)cc1OC | 0% | -21% | -5% | -7% | 8%[59 µM] | 4% | 22% | -27% | ?
COc1ccc(-c2cc(C(=O)N3CCN(c4ccccc4)CC3)c3ccccc3n2)cc1 | 1% | -29% | 1% | -13% | 40µM* | -38% | 34%[activator] | -22% | -28%
Cc1oc(-c2ccc(Cl)cc2)nc1CS(=O)CC(=O)NCCCN1CCCC(C)C1 (configuration not stated) | -18% | -4% | 9% | -7% | 15% | -10% | 0% | -12% | 8%
Fc1ccc(-c2ccc(/C=N\n3cnnc3)o2)cc1Cl | -1% | -18% | -2% | -4% | 2%[59 µM] | -30% | -23% | -12% | -1%
Cc1cc(C)cc(NC(=O)CCCN2C(=O)COc3ccc(C)cc32)c1 | . | -16% | -16% | -6% | 2%[59 µM] | 0% | 17% | . | ?
O=C(CN1CCCSc2ccccc21)N1CCN(S(=O)(=O)c2ccccc2)CC1 | -12% | -25% | -17% | . | 56µM* | -6% | 23% | ? | .
CC1CCN(c2ncnc3c2cnn3-c2ccc(F)cc2)CC1 | . | 63%[activator] | -16%[60.1 µM] | -12% | 27%[59 µM] | 59%[activator] | 3% | -14% | 36%
O=C(NCCc1ccccc1F)c1cccc2cccnc12 | 70%[activator] | -36% | -1% | 0% | ? | -28% | 35%[activator] | -12% | 25%
COc1cccc(C2C(C#N)=C(N)Oc3c2oc(CO)cc3=O)c1 (configuration not stated) | -1% | 1% | 4% | 1% | 2%[59 µM] | -3% | -10% | -5% | -26%
Cn1c(SCC(=O)Nc2ccccc2F)nc2c(c1=O)SCC2 | 44% | -15% | 1% | -2% | 17% | -28% | 11% | -18% | 12%
Cc1c(CC(=O)N2CCN(C(=O)C3COc4ccccc4O3)CC2)c(=O)oc2cc(O)cc(O)c12 (configuration not stated) | 46% | -13% | -13% | -11% | 7%[59 µM] | -17% | ? | -21% | ?
O=C(Nc1ccc(F)cc1)C1CCCN(S(=O)(=O)c2ccc3[nH]c(=O)ccc3c2)C1 (configuration not stated) | 29% | -10% | -2% | -1% | 21% | -8% | 38%[activator] | -20% | 13%
O=C(CC1c2ccccc2Oc2ccccc21)Nc1ccccc1F | -1% | -9% | -3% | 1% | 7%[59 µM] | 10% | 89µM* | -5% | -2%
O=C(c1ccc2n[nH]nc2c1)N1CCN(c2ccc(C(F)(F)F)cn2)CC1 | 6% | -3% | 12% | . | -13%[59 µM] | -2% | 5% | -10% | .
O=C(CCCn1c(=S)[nH]c2cc3c(cc2c1=O)OCO3)N1CCN(C2CCCCC2)CC1 | -1% | 79µM* | 0% | 0% | ? | -27% | 18% | 8% | 11%
Cc1cc(=O)n(CC(=O)O)c2ccccc12 | 5% | -6% | 6% | -3% | 2% | -6% | 26% | -13% | 19%
COc1ccc(C(c2sc3nc(C)nn3c2O)N2CCCCC2)cc1 (configuration not stated) | 17% | -22% | -35% | 5% | -11%[59 µM] | -2% | ? | -1% | 8%
CNC(=O)c1c(Cl)cnn1-c1ccc(C)cc1 | -4% | -4% | 0% | -3% | 7% | -10% | 7% | -11% | -1%
Cc1cccc(NC(=O)C(Cc2ccccc2)N2Cc3ccccc3C2=O)c1C (configuration not stated) | . | -15% | -14% | -8% | -24%[59 µM] | -11% | -12% | 3% | 3%
CCOc1ccccc1NC(=O)Cn1c(=O)ccc2cc(S(=O)(=O)N3CCC(C)CC3)ccc21 | . | -15% | -4%[60.1 µM] | -10% | 8%[59 µM] | 2% | 5% | -12% | 16%
CCN(CC)C(=O)c1sc(NC(=O)c2ccoc2C)c(C(=O)OC)c1C | -6% | -29% | -16% | 1% | 13µM* | 0% | -3% | 0% | 3%
NC(=S)N/N=C/c1ccccc1O | 6% | 89µM* | -2% | -1% | 6% | 35µM* | -9% | -4% | -7%
CC1(C)Cc2noc(N)c2C(C)(C)N1OC(=O)c1ccccc1 | 9% | 9% | 3% | 3% | -20%[59 µM] | -5% | 14% | -15% | 10%
CC(C)NCC(O)COCCOc1ccc(Cl)cc1 (configuration not stated) | 0% | -19% | 5% | 0% | -7% | -11% | -4% | 1% | -4%
CC(C)CC(=O)Nc1nnc(S(=O)(=O)N(C)Cc2ccc(Cl)cc2)s1 | . | 9% | 7% | -1% | 5%[59 µM] | -10% | 18% | -5% | 8%
COc1ccc(-n2nc(C(=O)NCC(=O)Nc3cccc(NC(C)=O)c3)c3ccccc3c2=O)cc1 | ? | -10% | -5% | -3% | 14% | -12% | 70%[activator] | ? | -2%
Cc1nn(-c2cccc(Cl)c2)c2nc(-c3ccncc3)cc(C(=O)N3CCOCC3)c12 | -6% | -12% | -1% | 2% | -7% | -11% | 107%[activator] | -17% | 3%
Cc1ccc(OCCNC(=O)CCC(=O)N2CCOCC2)cc1 | -1% | -3% | -6% | . | 3%[0.501 µM] | -3% | 41%[activator] | -10% | .
Cc1ccc(S(=O)(=O)Cn2nnnc2C(c2ccc(F)cc2)N2CCC(C(N)=O)CC2)cc1 (configuration not stated) | -1% | 6% | -7% | -2% | -2%[12.7 µM] | 1% | 20% | -6% | -2%
N#Cc1ccsc1NC(=O)COC(=O)c1cc2ccccc2cc1O | 1% | -17% | -27% | -5% | -14%[59 µM] | 2% | 55%[activator] | 0% | -16%
O=C(N/N=C/c1cccc2ccccc12)c1cccs1 | -23% | -23% | 1% | -2% | 48%[activator] | 10% | -13% | -2% | 9%
COc1ccc(NS(=O)(=O)c2cc(NC(=O)c3ccc(S(=O)(=O)N(C)C)cc3)ccc2N2CCOCC2)cc1 | 4% | -22% | -4% | . | . | . | 10% | -27% | .
O=C(Nc1cccc(F)c1)C1CCN(S(=O)(=O)c2cnc[nH]2)CC1 | 14% | -13% | -4% | 1% | ? | -4% | 8% | -6% | -18%
COc1ccc(-c2nnc(SCc3ccccc3)n2N)cc1 | 2% | -8% | -7% | 7% | -41% | -23% | -4% | -2% | 5%

These rows are one share of the data, so the mix of outcomes need not match the whole.
